RNase H inhibition: RNase H inhibition, HIV 1 Gag Pol polyprotein, FRET biochemical assay, screening (AID 372); HIV-1 RT RNase H, FRET RNA/DNA substrate fluorescence; higher % means a stronger effect; inhibition, % at 10 µM; hits with a dose series show IC50 in µM; 0.77% of 100,000 active; in the data active = inhibition above about 50%
* = called active by the depositor.

SMILES | RNase H inhibition
COc1ccc(C2Nc3ccccc3C(=O)N2Cc2ccco2)cc1 (stereo not drawn) | 4%
C(=N\Nc1cc(N2CCOCC2)nc(N2CCOCC2)n1)/c1c2ccccc2cc2ccccc12 | 8%
COc1ccc(NC(=O)c2ccc3ccccc3n2)cc1 | 5%
CC(C)NC(=O)NCC12CC3CC(CC(C3)C1)C2 | 9%
COc1ccc(/C=N/n2cn[nH]c2=S)cc1 | 0%
O=C(Cc1ccc([N+](=O)[O-])cc1)N/N=C/c1c2ccccc2cc2ccccc12 | 11%
CC(=O)C1C(=O)c2c(cccc2[N+](=O)[O-])C1=Nc1ccc(N=Cc2cc(Br)ccc2O)cc1 (stereo not drawn) | 0%
Nc1nnc(COc2ccc(Br)cc2Br)s1 | 0%
O=C(Nc1ccccc1[N+](=O)[O-])C12CC3CC(CC(C3)C1)C2 | 0%
CCN=C1SC(CC(=O)Nc2ccccc2C(F)(F)F)C(=O)N1CC (stereo not drawn) | 2%
Oc1ccc(-n2c(O)c(/C=C3\C=Nc4ccccc43)sc2=S)cc1 | 12%
C=CCn1c(/N=C/c2ccc(OC)c3cccc(OC)c23)nc2ccccc21 | 9%
COc1ccc(OCCNC(=O)c2ccccc2[N+](=O)[O-])cc1 | 7%
COc1ccc(COC(=O)NNC(=O)c2ccccc2Cl)cc1 | 14%
COc1cccc(-c2nc(N)c3c(=O)oc4ccccc4c3n2)c1 | 19%
Cc1cc(C)c(S(=O)(=O)Nc2cccc(Cl)c2C)c(C)c1 | 7%
CCOC(=O)C1=C(C)NC2=C(C(=O)CCC2)C1c1ccc(OCc2cccc(F)c2)c(OC)c1 (stereo not drawn) | 5%
O=C(N/N=C/c1ccccc1OCc1ccccc1)c1cccc(Cl)c1 | 35%
C=CCc1ccc(OCCOc2ccc(Cl)cc2/C=C2\SC(N)=NC2=O)c(OC)c1 | 13%
CCc1ncc(C(O)(c2ccccc2)c2ccc(C)cc2)n1C (stereo not drawn) | 16%
O=C(NC(=S)Nc1cc(-c2nc3ccccc3s2)ccc1Cl)c1ccccc1F | 18%
Cc1csc(N(CCC(N)=O)CCC(N)=O)n1 | 13%
Nc1nnc(SCC(=O)N2CCCc3ccccc32)s1 | 13%
C/C(=N\N=C(/N)SC1CC(=O)N(c2ccc(C(=O)O)cc2)C1=O)c1ccc(O)cc1 (stereo not drawn) | 8%
O=[N+]([O-])c1ccc(-c2ccc(/C=N/Nc3nnc4c(n3)[nH]c3ccccc34)o2)cc1 | 14%
COc1ccc(OC)c(/C=C2\C(=O)NC(=O)N(c3cccc(Br)c3)C2=O)c1 | 8%
O=C1NC(=O)N(c2ccc3c(c2)OCO3)C(=O)/C1=C/c1cccc(Oc2ccccc2)c1 | 21%
CC1=CC(C)(C)N(C(=O)COc2ccc(Cl)cc2Cl)c2ccc(C(c3ccccc3)(c3ccccc3)c3ccccc3)cc21 | 6%
CCOc1ccc(/C=N/NC(=O)CSCc2ccccc2Cl)cc1OCC | 9%
CCOC(=O)C(CCCOc1c(C)cc(Cl)cc1C)C(=O)OCC | 21%
N#C/C(=C\c1ccc(Cl)cc1)c1nc(C2CC2)cs1 | 0%
Cc1ccccc1-c1nc2cc(NC(=S)NC(=O)c3ccccc3)ccc2o1 | 26%
N=C1S/C(=C\c2ccc(O)cc2)C(=O)N1c1ccc(F)cc1 | 18%
CN(C)/C=C1/CCc2c([nH]c3ccccc23)C1=O | 11%
CCOC(=O)c1sc2nc(C)ccc2c1N | 0%
O=[N+]([O-])c1cccc(-c2nc3sc(-c4cccc([N+](=O)[O-])c4)nc3s2)c1 | 11%
O=C1NC(=O)N(c2ccc(Br)cc2)C(=O)/C1=C/c1ccc(-c2ccc(F)cc2)o1 | 15%
CCN1CCN(c2nc(-c3ccc(Cl)cc3)nc3ccccc23)CC1 | 12%
Cc1cc(/C=N/n2cnnc2)c(C)n1-c1ccccc1 | 2%
O=C(N/N=C/c1ccccc1)c1cc(Br)ccc1O | 7%
O=C(Nc1ccc2ccccc2c1)c1ccccc1F | 2%
COC(=O)C1CC(=O)OC1c1ccccc1 (stereo not drawn) | 3%
O=C(N/N=C/CCc1ccccc1)c1ccncc1 | 2%
O=C(Nc1ccc(OC(F)(F)F)cc1)c1ccc(Br)cc1 | 3%
COc1cc(/C=N\NC(=O)COc2cccc(C)c2C)ccc1Oc1ccc([N+](=O)[O-])cc1[N+](=O)[O-] | 5%
CCCCOc1ccc(C(=O)Nc2ccc(-c3nc4ncccc4o3)cc2)cc1 | 2%
Cc1ccc(-n2c(C)cc(/C=C3\NC(=O)NC3=O)c2C)cc1C | 33%
Oc1cccc(N=Cc2c[nH]c3ccccc23)c1 | 10%
COc1cc(C=O)ccc1OCc1ccccc1COc1ccc(C=O)cc1OC | 10%
CCOc1ccc(C(=O)N2CCC(Cc3ccccc3)CC2)cc1OCC | 14%
O=C1S/C(=C/c2cccc(O)c2)C(=O)N1c1ccccc1 | 24%
CC(=O)NC(c1ccccc1)C1C(=O)N(c2ccccc2)N=C1C (stereo not drawn) | 4%
COc1ccc(C(O)(C(=O)NCc2ccc(N(C)C)cc2)c2ccc(OC)cc2)cc1 | 15%
Cc1ccc2[nH]c3c(c2c1)CCN(C)C3 | 0%
Cc1ccc(-n2c(C)cc(/C=C3/SC(=S)NC3=O)c2C)cc1 | 5%
Cc1cc(C)c(O)c(N=C/C=C/c2cccc([N+](=O)[O-])c2)c1 | 3%
C=CCOC(=O)C1=C(C)NC(C)=C(C(=O)OCC=C)C1c1cccs1 | 19%
O=C(COc1ccc2ccccc2c1)N1CCN(S(=O)(=O)c2ccccc2)CC1 | 0%
O=C(N/N=C/C=C/c1ccccc1)/C(=C\c1cccs1)NC(=O)c1ccccc1 | 12%
COc1ccc(C/C(N)=N/OC(=O)c2ccco2)cc1OC | 0%

(cont.)
SMILES | RNase H inhibition
COc1cc([N+](=O)[O-])ccc1NC(=O)COc1ccc(Cl)cc1C | 18%
Cc1ccccc1NC(=O)c1ccc(NC(=O)c2ccco2)cc1 | 4%
CC1=C(C(=O)N2CCOCC2)C(c2cccs2)NC(=O)N1 (stereo not drawn) | 0%
O=C1CCC([N+](=O)[O-])C(c2cccc(Br)c2)N1 (stereo not drawn) | 2%
CC1=NNC(=O)C1CCC(=O)N/N=C(\C)c1cccc([N+](=O)[O-])c1 (stereo not drawn) | 11%
COc1cc(/C=N/NC(=O)C(=O)Nc2ccccc2)cc(OC)c1OC | 3%
COc1cccc(/C=C2\SC(=S)N(C3CCCCC3)C2=O)c1O | 8%
COC(=O)C1=C(C)N(c2ccc(C)c(C)c2)C(=O)C1 | 8%
Cc1ccc(N2NC(=O)/C(=C/c3ccc(O)c(O)c3)C2=O)cc1 | 51%*
O=[N+]([O-])c1ccccc1S(=O)(=O)Nc1ccc(Cl)c(C(F)(F)F)c1 | 2%
CC(=O)c1cccc(NC(=O)Nc2cccc3ccccc23)c1 | 0%
CCOc1ccc2c(c1)C(=C1SC(C(=O)OC)=C(C(=O)OC)S1)C(=S)C(C)(C)N2C(=O)c1ccc(OC)c(OC)c1 | 11%
O=C(Nc1ccccc1)Nc1nnc(-c2ccccc2SCc2ccc(F)cc2)s1 | 48%
Cc1cccc(C(=O)Nc2sc3c(c2C(=O)N2CCN(C)CC2)CCCC3)c1 | 17%
CC1=C(C#N)C(c2ccc(Cl)cc2Cl)C2=C(CC(C)(C)CC2=O)N1 (stereo not drawn) | 12%
O=C(Nc1ccc2nn(-c3ccccc3)nc2c1)c1ccc([N+](=O)[O-])cc1Cl | 13%
COc1ccc(/C=N/NC(=O)C(O)c2ccccc2)cc1[N+](=O)[O-] (stereo not drawn) | 9%
O=C1NC(=S)S/C1=C/c1cccnc1 | 3%
COc1ccc(S(=O)(=O)N(CC(=O)N/N=C/c2cccs2)c2cc(C)cc(C)c2)cc1OC | 5%
COc1ccc(S(=O)(=O)NCc2ccco2)cc1OC | 1%
COc1cc(C)ccc1OCCOCCOc1ccc(Cl)cc1Br | 25%
CC(C)c1cccc(C(C)C)c1OCCCCN1CCOCC1 | 10%
Cc1ccc(-c2nc3ncccc3o2)cc1NC(=S)NC(=O)c1ccccc1 | 0%
Nc1nnc(SCC(=O)NCc2ccccc2)s1 | 12%
C/C(=N\O)C(=O)C(CN1CCCCC1)CN1CCCCC1 | 11%
CC1=NNC(=O)C1CC(=O)N/N=C/c1ccc(Br)cc1 (stereo not drawn) | 17%
Cc1ccc(C)c(NC(=O)C2C(C=C(Cl)Cl)C2(C)C)c1 (stereo not drawn) | 2%
CCOC(=O)/C=C(\C)N1N=C(c2ccccc2)CC1c1ccccc1[N+](=O)[O-] (stereo not drawn) | 17%
Cc1ccc(C(=O)N/C(=C\c2ccc(Cl)cc2)C(=O)NCc2ccncc2)cc1 | 0%
COc1ccc(C2=NN(C(=O)c3ccccc3Cl)C(c3cccc([N+](=O)[O-])c3)C2)cc1 (stereo not drawn) | 23%
O=C(O)c1cccc(C(=O)c2ccc3c(c2)C(=O)N(c2cccnc2)C3=O)c1 | 14%
CCOC(=O)c1c(NC(=S)NC(=O)c2ccc(OC)c(Br)c2)sc2c1CCCC2 | 6%
CCOC(=O)C1=C(C)N=c2s/c(=C\c3ccc(OCc4cccc5ccccc45)c(OCC)c3)c(=O)n2C1c1ccccc1 (stereo not drawn) | 0%
COc1cc2c(cc1OC)C(c1cccc(Cl)c1)N(Cc1ccc(F)c(F)c1)CC2 (stereo not drawn) | 22%
CC/C(=C/C(=O)c1ccncc1)Nc1ccc(O)cc1 | 15%
CCOc1ccc2nc(SCC(=O)Nc3ccc([N+](=O)[O-])cc3)sc2c1 | 5%
CCn1c2ccccc2c2cc(CN(C)C3CCCCC3)ccc21 | 18%
CCOC(=O)C1=C(C)N=c2s/c(=C\c3cc(Br)ccc3O)c(=O)n2C1c1ccc(OC)cc1 (stereo not drawn) | 20%
COc1ccccc1OCCSc1ccc(Cl)cc1 | 23%
O=[N+]([O-])c1cc(N=Cc2c[nH]c3ccccc23)ccc1Cl | 0%

Part of the list above in order of molar mass, low to high:
SMILES | RNase H inhibition
COc1ccc(/C=N/n2cn[nH]c2=S)cc1 | 0%
Cc1csc(N(CCC(N)=O)CCC(N)=O)n1 | 13%
COC(=O)C1=C(C)N(c2ccc(C)c(C)c2)C(=O)C1 | 8%
Cc1cc(/C=N/n2cnnc2)c(C)n1-c1ccccc1 | 2%
CC/C(=C/C(=O)c1ccncc1)Nc1ccc(O)cc1 | 15%
C/C(=N\O)C(=O)C(CN1CCCCC1)CN1CCCCC1 | 11%
CC1=C(C(=O)N2CCOCC2)C(c2cccs2)NC(=O)N1 (stereo not drawn) | 0%
Cc1ccc(C)c(NC(=O)C2C(C=C(Cl)Cl)C2(C)C)c1 (stereo not drawn) | 2%
CC1=NNC(=O)C1CCC(=O)N/N=C(\C)c1cccc([N+](=O)[O-])c1 (stereo not drawn) | 11%
Oc1ccc(-n2c(O)c(/C=C3\C=Nc4ccccc43)sc2=S)cc1 | 12%
O=C(O)c1cccc(C(=O)c2ccc3c(c2)C(=O)N(c2cccnc2)C3=O)c1 | 14%
CCN=C1SC(CC(=O)Nc2ccccc2C(F)(F)F)C(=O)N1CC (stereo not drawn) | 2%
O=C(N/N=C/C=C/c1ccccc1)/C(=C\c1cccs1)NC(=O)c1ccccc1 | 12%
COc1cc2c(cc1OC)C(c1cccc(Cl)c1)N(Cc1ccc(F)c(F)c1)CC2 (stereo not drawn) | 22%
COc1ccc(OC)c(/C=C2\C(=O)NC(=O)N(c3cccc(Br)c3)C2=O)c1 | 8%
C(=N\Nc1cc(N2CCOCC2)nc(N2CCOCC2)n1)/c1c2ccccc2cc2ccccc12 | 8%
COc1ccc(S(=O)(=O)N(CC(=O)N/N=C/c2cccs2)c2cc(C)cc(C)c2)cc1OC | 5%
CC(=O)C1C(=O)c2c(cccc2[N+](=O)[O-])C1=Nc1ccc(N=Cc2cc(Br)ccc2O)cc1 (stereo not drawn) | 0%
CCOC(=O)C1=C(C)N=c2s/c(=C\c3ccc(OCc4cccc5ccccc45)c(OCC)c3)c(=O)n2C1c1ccccc1 (stereo not drawn) | 0%
CC1=CC(C)(C)N(C(=O)COc2ccc(Cl)cc2Cl)c2ccc(C(c3ccccc3)(c3ccccc3)c3ccccc3)cc21 | 6%

Following part
SMILES | RNase H inhibition
COc1cc(/C=N/n2cnnc2)cc(I)c1O | 4%
O=C(Nc1ccc(NC(=O)c2ccc(Cl)c(S(=O)(=O)N3CCOCC3)c2)cc1)c1ccccc1 | 0%
CN(Cc1ccccc1)C(=O)COc1ccc(Cl)cc1 | 0%
O=C(/C=C\c1ccccc1)Nc1ccc2oc(-c3ccccc3)nc2c1 | 16%
Cc1cccc(COc2ccc3c(c2)oc(=O)c2ccccc23)c1 | 7%
O=C(CSc1nc2ccccc2o1)c1ccc2c(c1)Cc1ccccc1-2 | 18%
Cc1cc2nc(-c3cc(NC(=O)COc4ccccc4[N+](=O)[O-])ccc3Cl)oc2cc1C | 17%
COc1ccc(CNC(=O)c2cc(OC)cc(OC)c2)cc1 | 7%
CCOC(=O)c1ccc(-n2c(C)cc(/C=C(\C#N)C(=O)Nc3cccc(Cl)c3C)c2C)cc1 | 0%
CC(C)c1ccccc1OCCCCN1CCCCC1 | 8%
CC1=C(C(=O)Nc2ccccc2Cl)C(c2cccs2)NC(=S)N1 (stereo not drawn) | 4%
Cc1ccc(CSc2nnc(-c3ccco3)o2)c(C)c1 | 13%
COc1ccc(/C=C/C(=O)c2c(O)c(OC)c3occc3c2OC)cc1OC | 26%
Fc1ccc(Nc2nc(N/N=C/c3ccc(-c4cccc(Cl)c4Cl)o3)nc(N3CCCCC3)n2)cc1 | 21%
CCOC(=O)/C(=C\c1ccccc1)C(=O)c1cc(C(C)=O)c(Nc2ccccc2)s1 | 2%
COC(=O)c1ccccc1NC(=O)c1ccc(Cl)cc1Cl | 10%
O=C(/C=C/c1ccc2c(c1)OCO2)c1ccc(NC(=O)c2ccco2)cc1 | 2%
Cc1ccccc1OCC(=O)Nc1ccc2oc(-c3ccccc3F)nc2c1 | 8%
Cc1cc(/C=C(\C#N)C(N)=O)c(C)n1-c1ccc(Br)cc1 | 6%
CCOc1ccc(NC(=S)N2CC(C)OC(C)C2)cc1 (stereo not drawn) | 5%
CCCCCc1nnc(NC(=O)c2ccccc2O)s1 | 2%
O=C(N/N=C/C=C/c1ccccc1[N+](=O)[O-])/C(=C/c1ccc([N+](=O)[O-])cc1)NC(=O)c1ccccc1 | 0%
COc1cc(C2/C(=C(\O)c3ccccc3)C(=O)C(=O)N2CCCCCC(=O)O)ccc1O (stereo not drawn) | 8%
O=C(O)CSCc1cccc([N+](=O)[O-])c1 | 16%
O=C(CCN1C(=O)c2ccccc2C1=O)N1CCN(Cc2ccc(Cl)cc2)CC1 | 14%

Compound activity as filed in PubChem.

Not all compounds are listed; the hit share may differ from the screen's.
